Screening data: PubChem, National Center for Advancing Translational Sciences (NCATS)
D2 ag – activates the human D2 dopamine receptor. AID 485358. P14416. HEK293 T-REx D2 cells, calcium flux agonist mode. activation, % at 2 µM. 0.53% of 340,000 active;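 active = activation over 3 SD above normal in the single-dose calcium agonist read, cut at about 30% in these data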; note: 0% is about no effect
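In this primary screen, compounds producing a positive calcium signal within 180 s of addition to tetracycline-induced, force-coupled HEK293 Trex D2 cells are flagged; cells are dye-loaded with a no-wash calcium kit beforehand.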
TrxR1 substrate – is turned over as a substrate by rat TrxR1; 0.01% of 390,000 active; purified TrxR1 substrate turnover, NADPH consumption readout; O89049; Potency, µM (titrated, usually from 114 µM), for inactives: top-dose activity change, negative = substrate turnover; note: potency is the fitted concentration of half-maximal effect; % is set by controls: 0 for no effect and ±100 for the full control effect; nearly all actives have a fitted effect of over 50% in size
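Rat TrxR1, dispensed at 90 nM, was prereduced with 400 uM NADPH (final) for 5 min at ~22 deg C, then incubated with compound 15 min before 400 uM selenite. A first-read NADPH fluorescence drop versus no-compound background flagged substrates.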
rTrxR1 inhibitor – blocks rat thioredoxin reductase 1 | O89049 | Potency, µM (series often up to 114 µM), inactives show top-dose activity change, negative = inhibition, actives largely listed as inhibitors | 1% of 390,000 active | recombinant rTrxR1, NADPH fluorescence consumption, selenite substrate | AID 588453; note: potency is the fitted concentration of half-maximal effect; % is set by controls: 0 for no effect and ±100 for the full control effect; nearly all actives have a fitted effect of over 65% in size
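Rat TrxR1 (90 nM in the dispensed reagent) was pre-reduced with 400 uM NADPH for 5 min at room temperature, then incubated with compound for 15 min. After 400 uM selenite was added, NADPH fluorescence (Ex 340/Em 450 nm) was followed for 8 min.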
USP1-UAF1 inh – blocks the human USP1/UAF1 deubiquitinase complex; AID 743255; O94782; recombinant USP1/UAF1, Ub-Rhodamine cleavage fluorescence; Potency, µM (titrated, usually from 57.1 µM), for inactives: at the top dose activity change, negative = inhibition, actives largely listed as inhibitors; 0.23% of 390,000 active; note: potency is the fitted concentration of half-maximal effect; % is set by controls: 0 for no effect and ±100 for the full control effect; nearly all actives have a fitted effect of over 60% in size; inactives centre near -12
Target sequence (O94782 whole entry, looked up): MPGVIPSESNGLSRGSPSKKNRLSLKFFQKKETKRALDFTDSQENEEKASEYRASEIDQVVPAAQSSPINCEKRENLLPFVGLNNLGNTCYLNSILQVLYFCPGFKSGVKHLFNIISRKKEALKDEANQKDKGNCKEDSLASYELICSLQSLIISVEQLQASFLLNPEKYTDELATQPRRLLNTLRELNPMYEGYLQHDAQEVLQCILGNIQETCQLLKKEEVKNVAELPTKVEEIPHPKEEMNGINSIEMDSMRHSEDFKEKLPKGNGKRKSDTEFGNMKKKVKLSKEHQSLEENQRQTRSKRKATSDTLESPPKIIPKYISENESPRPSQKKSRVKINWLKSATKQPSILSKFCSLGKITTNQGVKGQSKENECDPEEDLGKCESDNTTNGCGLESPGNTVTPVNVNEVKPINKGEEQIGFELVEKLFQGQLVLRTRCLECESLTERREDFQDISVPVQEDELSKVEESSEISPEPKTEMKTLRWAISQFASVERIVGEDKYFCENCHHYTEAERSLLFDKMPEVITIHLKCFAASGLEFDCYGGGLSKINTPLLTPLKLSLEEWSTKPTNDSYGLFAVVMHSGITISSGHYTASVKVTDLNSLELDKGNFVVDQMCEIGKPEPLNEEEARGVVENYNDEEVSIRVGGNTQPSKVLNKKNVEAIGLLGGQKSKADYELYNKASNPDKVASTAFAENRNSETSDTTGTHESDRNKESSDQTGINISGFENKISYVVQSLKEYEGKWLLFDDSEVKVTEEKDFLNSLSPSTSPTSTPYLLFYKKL
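High-throughput fluorogenic screen: 1nM USP1/UAF1 complex, Ub-Rho substrate 150nM final, 50mM HEPES pH 7.8 with 0.5mM EDTA, 0.1 mg/ml BSA, 1mM TCEP and 0.01% Tween-20.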
Pin1 inhibitor – human Pin1 inhibition. Q13526. Pin1 FP peptide displacement, HiFluor488, 10 min. Potency, µM (top dose mostly 115 µM), without a hit: at the top dose activity, negative = inhibition, hits mostly inhibitors. 0.009% of 390,000 active. AID 504891; active = well fitted inhibition curve with a large enough effect in the polarisation, with a control signal flat, not every such curve was filed as active; inconclusive = small, poorly fitted or top-dose-only effect, or effect the other way, or a change in a side signal; inactive = no such curve, though single readings can be large or run the other way; the % refers to the polarisation; note: potency is the fitted concentration of half-maximal effect; % is set by controls: 0 for no effect and ±100 for the full control effect
Target sequence (Q13526 whole entry, looked up): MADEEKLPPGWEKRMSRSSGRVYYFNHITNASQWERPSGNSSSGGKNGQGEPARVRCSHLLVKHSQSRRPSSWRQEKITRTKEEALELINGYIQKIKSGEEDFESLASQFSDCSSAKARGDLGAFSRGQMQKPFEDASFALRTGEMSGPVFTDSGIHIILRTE
TRHR PAM – allosterically enhances the human TRH receptor; enhancement, % at 2 µM; P34981; TRHR cells, fluo-8 calcium fluorescence, EC20 TRH enhancement; AID 493056; 0.66% of 360,000 active; in the data active = enhancement above about 30%; note: 0% is about no effect
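TRHR-expressing cells loaded with fluo-8 calcium dye were read kinetically (ex 480/em 530) during compound addition, then stimulated with an EC20 of TRH (10 nM final). Enhancement of the Gq-mediated intracellular calcium response was scored.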
TRHR ag – activates the human TRH receptor; TRHR cells, calcium flux fluo-8, FDSS agonist mode; activation, % at 2 µM; P34981; 0.18% of 360,000 active; in the data active = activation above about 30%; note: 0% is about no effect
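Fluo-8-loaded TRHR cells; 10 s baseline, compound added, kinetic Ca2+ fluorescence read 1/s, agonist mode.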
D2 antagonist – antagonizes the human D2 dopamine receptor | HEK293 TREx D2 cells, calcium flux, dopamine EC80 | inhibition, % at 10 µM | 2% of 340,000 active; in the data active = inhibition above about 30%; note: 0% is about no effect
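Calcium mobilization kinetics were recorded at 1 s intervals in tetracycline-induced HEK293 T-REx D2 cells, first for 180 s after compound addition and then 180 s after EC80 dopamine.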
mIDH1 inhibitor – blocks human mutant IDH1 R132H enzyme | O75874 | IDH1-R132H enzyme, NADPH consumption, diaphorase/resazurin fluorescence | Potency, µM (doses to about 76.6 µM), without a hit: at the highest dose activity change, negative = inhibition, hits mostly inhibitors | 0.093% of 390,000 active | AID 602179; note: potency is the fitted concentration of half-maximal effect; % is set by controls: 0 for no effect and ±100 for the full control effect; nearly all actives have a fitted effect of over 65% in size
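IDH1-R132H (0.5 ug/mL) preincubated 30 min with compound, then NADPH (0.016 mM) and alpha-KG (2 mM) added; 80 min at RT, pH 7.5. Remaining NADPH coupled via diaphorase/resazurin to fluorescence (540/590 nm); concentration-response curves normalized to no-enzyme control.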
An asterisk follows results filed as active; ? = inconclusive; . = not tested or not shown; & = joins results of further samples; [ ] = another dose, or the depositor's remark. Unless noted, calls come from the whole dose curve; as a rule, active = well fitted inhibition curve with a large enough effect; inconclusive = small, poorly fitted or top-dose-only effect; inactive = no such curve, though single readings can be large or run the other way. The list is partial, so the mix of outcomes need not match the whole.

SMILES	D2 ag	TrxR1 substrate	rTrxR1 inhibitor	USP1-UAF1 inh	Pin1 inhibitor	TRHR PAM	TRHR ag	D2 antagonist	mIDH1 inhibitor
Cc1ccc(NC(=O)CN(C)S(=O)(=O)c2cccc3nsnc23)cc1	-1.0	4%[57.1 µM]	-1%[57.1 µM]	-15%	5%	-1	-1.1	-4	-2%
COc1ccc(OC)c(C(O)c2nc3ccccc3n2C)c1 (stereo unspecified)	1.4	3%	21%	-22%	7%	-3	-0.5	8	-7%
O=C1/C(=C/c2ccc(F)c(F)c2)CSc2sccc21	0.9	10%[57.1 µM]	32%[57.1 µM]	-7%	-2%	0	-0.5	8	6%
O=C(Oc1ccc2ccc(=O)oc2c1)N1CCOCC1	0.6	9%	-7%	2%	-8%	-2	0.7	2	3%
Cc1cc(Oc2ccc(-c3ccccc3)cc2)n2ncnc2n1	.	26%[57.1 µM]	5%[57.1 µM]	-9%	12%	-4	-0.5	.	11%
O=C(CCCOc1ccccc1)Nc1nccs1	0.4	5%	32%[activator]	-13%	?	22	-0.2	-26	17%
O=c1[nH]c2ccccc2n1C1=CCCC1	-0.4	15%[57.1 µM]	24%[57.1 µM]	4%	-1%	-4	-0.9	-14	8%
C#CCOCCOCCOCCNc1nc(N2CCN(C(=O)[C@H](C(C)C)n3cc(CCO)nn3)CC2)nc(N2CCN(C(=O)[C@H]([C@@H](C)CC)n3cc(CCCN=C(N)N)nn3)CC2)n1	-1.3	1%	4%	-31%	-1%	6	-0.8	-7	-5%
CCCCSc1nc(O)c(Cc2ccccc2)c(=O)[nH]1	0.7	1%	-5%	-23%	-2%	2	0.4	-8	9%
COc1ccc(C2/C=C\CN(C(=O)c3ccccc3)[C@H](Cc3ccccc3)C(=O)N2Cc2ccc(F)cc2)cc1 (stereo partly specified)	0.7	9%[57.1 µM]	20%[57.1 µM]	-31%	4%	-3	0.7	-4	-10%
CCCOc1ccc(C(=O)Nc2cc(-c3nc4cc(C)cc(C)c4o3)ccc2C)cc1	1.1	3%	15%	?	16%	11	-0.2	.	4%
CN(CC1CCCO1)S(=O)(=O)c1ccc(C(=O)Nc2ccc3c(c2)OCO3)cc1 (stereo unspecified)	0.1	-3%	25%	-11%	6%	-7	-0.3	7	1%
Cc1cc(NC(=O)COC(=O)C2=COCCO2)c([N+](=O)[O-])cc1C	1.5	1%[57.1 µM]	5%[57.1 µM]	4%	1%	1	-1.1	-9	5%
C=CCn1c(SCC(=O)NCc2ccco2)nc2sc3c(c2c1=O)CCCC3	-1.4	7%[57.1 µM]	20%[57.1 µM]	-10%	1%	-4	-0.1	11	-6%
CCNC(=O)OCc1cn(-c2ccc(Cl)cc2)nn1	0.7	4%[57.1 µM]	15%[57.1 µM]	?	4%	4	-0.1	5	11%
CN(C(=O)Cn1cccc1C1=NC(c2ccccc2)CO1)c1ccccc1 (stereo unspecified)	1.8	0%	14%	-4%	4%	-2	1.3	-8	1%
CC(C)COc1ccc(N)cc1OCC(C)C	-0.7	-3%[57.1 µM]	17%[57.1 µM]	-16%	13%	-9	-0.9	-20	10%
O=C1N[C@@H](Cc2ccccc2)C(=O)N2CCCC12 (stereo partly specified)	.	2%	26%	-16%	-2%	.	.	.	8%
CCn1c(C)cc(/C=C2/SC(=O)N(CC(=O)N3CCCC3)C2=O)c1C	-1.0	-4%[57.1 µM]	-6%[57.1 µM]	-2%	-1%	11	-0.3	-9	-1%
Cc1ccccc1NC(=O)Cn1c(=O)n(-c2ccc(CC(=O)NCC3CCCO3)cc2)c(=O)c2ccccc21 (stereo unspecified)	1.8&-0.2	1%&6%	13%&33%	-16%&-16%	3%&-2%	-4&-5	0.3&-0.1	19	-15%&-4%
COc1cccc(OC)c1C(=O)Oc1ccc2c(c1)O/C(=C\c1ccncc1)C2=O	0.4	-13%	-8%	-11%	-3%	-5	-0.5	-3	?
CCOC(=O)C(Cc1ccc(O)c([N+](=O)[O-])c1)N1C(=O)c2ccccc2C1=O (stereo unspecified)	.	-11%	-6%	-20%	-3%	.	.	.	2%
CCCc1nnc(SCC(=O)N2CCOCC2)n1Cc1ccco1	-0.7	-6%	-16%	-10%	-5%	-3	0.7	4	4%
O=C(NCCc1ccc(Cl)cc1)c1ccc2nc[nH]c2c1	1.1	4%[57.1 µM]	31%[activator][57.1 µM]	-25%	1%	-3	0.2	-13	-3%
CC1CC(C)CN(C(=O)COC(=O)c2cncc(Br)c2)C1 (stereo unspecified)	.	-3%	19%	-3%	-17%	.	.	.	23%
Cc1ccc(CCC(=O)Nc2ccc(Br)cc2)o1	1.0	-1%	-2%	-6%	6%	-2	-0.4	-7	-2%
O=C(NCCN1CCOCC1)c1nn2c(c1Cl)NC(c1ccccc1)CC2C(F)(F)F (stereo unspecified)	.	9%	16%	-12%	0%	.	.	.	3%
O=c1[nH]c(=S)[nH]nc1Cc1ccccc1	1.3	-12%	-18%	-6%	35%[activator]	12	0.3	-1	2%
Cn1c(=O)n(Cc2ccccc2Cl)c2ccccc21	.	2%[11.4 µM]	13%[11.4 µM]	-2%	-2%	15	-0.9	.	15%
CCn1c(SCC(=O)N(C)CC(=O)Nc2cccc(OC)c2)nnc1-c1ccco1	0.4	2%	-18%	-6%	-1%	27	0.0	-9	3%
COc1ccc(C(=O)CC(=O)C(=O)Nc2ccccc2C(F)(F)F)cc1	1.6	5%	-10%	3%	2%	0	1.1	-23	-2%
CCCc1cc(=O)[nH]c(SC(CC)C(=O)Nc2ccccc2C#N)n1 (stereo unspecified)	-2.9	-6%	-8%	-1%	-2%	-3	0.2	-11	1%
COc1ccc(NC(=O)CSc2nnc(Cn3c(=O)sc4ccccc43)n2C)cc1OC	0.4	2%	9%	-13%	0%	3	-0.4	5	2%
COC(=O)c1sccc1NC(=O)c1sccc1C	0.3	3%[57.1 µM]	5%[57.1 µM]	-3%	4%	-3	-1.6	-6	7%
COc1ccccc1NC(=O)Cn1c2ccccc2c2nc3n(c(=O)c21)CCS3	-0.2	-4%[57.1 µM]	7%[57.1 µM]	-13%	0%	7	0.0	13	8%
Cc1ccccc1Cn1nc(C)c(NC(=O)C2(C)CC2(Cl)Cl)c1C (stereo unspecified)	1.9	-4%	-5%	-13%	-3%	-5	0.1	9	-1%
COc1ccc(N(CC(=O)N/N=C/c2ccc3c(c2)OCO3)S(=O)(=O)c2ccccc2)cc1	0.5	.	.	.	.	0	-0.2	3	.
O=C(C[C@@H]1C/C=C\C[C@H](Cc2ccc(F)cc2)C(=O)OC[C@@H]2CCCN2C1=O)N[C@H](CO)Cc1ccccc1	.	-2%	9%	-15%	-4%	.	.	.	0%
O=C(O)c1cc(-c2cc3ccccc3o2)nn1-c1ccccc1	1.8	25%	-9%	-9%	1%	8	-0.1	-15	0%
O=C(N1CCOCC1)N1c2ccccc2Sc2ccccc21	-0.3	7%	14%	-12%	-2%	-5	-0.1	15	0%
CCC(C)n1c(=S)[nH]c2c(sc3ccc([N+](=O)[O-])cc32)c1=O (stereo unspecified)	5.5	-8%	-23%	-16%	0%	-8	1.2	-4	1%
COC(=O)C1=C(C(=O)OC)[C@]2([C@@H]3CCCCN[C@@H](Cc4ccccc4)C(=O)N3Cc3ccccc3)C=C[C@H]1O2	.	5%	13%[57.1 µM]	-28%	4%	.	.	.	12%
CC(=O)OCC1OC(COC(C)=O)(c2ccc(C)cc2)C(OC(C)=O)C1OC(C)=O (stereo unspecified)	.	-3%	-16%	-13%	2%	.	.	.	-7%
C/C(=N\NS(=O)(=O)c1cccc([N+](=O)[O-])c1)c1cccnc1	13	8%[57.1 µM]	26%[57.1 µM]	-19%	-5%	1	0.0	-19	-2%
Cc1cc(C)c(NC(=O)C2CCN(C(=O)c3ccco3)CC2)c(C)c1	0.1	6%[57.1 µM]	-8%[57.1 µM]	1%	2%	-6	0.5	17	3%
CCCCn1nc(C(=O)Nc2cccc(C(=O)NC3CC3)c2)c2ccccc2c1=O	-1.8	-6%	7%	-7%	-6%	4	-0.5	-27	-13%
CCN(/C(N)=N/c1nc(C)cc(C)n1)c1ccccc1	0.9	1%	-18%	-27%	-3%	-2	1.4	17	0%
O=C(CSc1nccn(-c2ccc3c(c2)OCCO3)c1=O)Nc1ccccc1	-0.1	-9%	24%	-7%	-8%	0	-0.2	-6	7%
CCOc1ccc(C2CC(c3cccc(C)c3)n3ncnc3N2)cc1 (stereo unspecified)	1.5	0%	13%	?	-5%	5	3.2	-28	14%
CCCCS(=O)(=O)N1CN(S(=O)(=O)CCCC)C2NC(=O)NC21 (stereo unspecified)	-0.5	10%	-26%	-16%	1%	-3	-0.5	-15	-2%
Cc1nnc(NC(=O)CSc2nc3c(c(=O)n2CCc2ccccc2)SC(C)C3)s1 (stereo unspecified)	0.0	6%[57.1 µM]	6%[57.1 µM]	-15%	-4%	-4	-0.4	1	6%
COc1cccc(OCCCn2ccnc2)c1	0.7	-1%	5%	-22%	-1%	6	0.5	10	-1%
CCOc1ccccc1N(CC(=O)N(C)Cc1ccccc1)S(=O)(=O)c1ccccc1	-0.4	-8%	-9%	-10%	-6%	8	-0.3	2	3%

Some values from the list.
Reading for CCOC(=O)C(Cc1ccc(O)c([N+](=O)[O-])c1)N1C(=O)c2ccccc2C1=O (stereo unspecified) under rTrxR1 inhibitor: -6%
Reading for O=C(NCCc1ccc(Cl)cc1)c1ccc2nc[nH]c2c1 under TrxR1 substrate: 4%[57.1 µM]
Reading for C#CCOCCOCCOCCNc1nc(N2CCN(C(=O)[C@H](C(C)C)n3cc(CCO)nn3)CC2)nc(N2CCN(C(=O)[C@H]([C@@H](C)CC)n3cc(CCCN=C(N)N)nn3)CC2)n1 under D2 antagonist: -7

Laid out differently: entries from further up
Order of results – D2 ag	TrxR1 substrate	rTrxR1 inhibitor	USP1-UAF1 inh	Pin1 inhibitor	TRHR PAM	TRHR ag	D2 antagonist	mIDH1 inhibitor
- COc1cccc(OCCCn2ccnc2)c1
 : 0.7	-1%	5%	-22%	-1%	6	0.5	10	-1%
- CCOc1ccccc1N(CC(=O)N(C)Cc1ccccc1)S(=O)(=O)c1ccccc1
 : -0.4	-8%	-9%	-10%	-6%	8	-0.3	2	3%
